Screens from PubChem BioAssay.
TRHR PAM: allosteric enhancers of human TRH receptor; P34981; TRHR cells, fluo-8 calcium fluorescence, EC20 TRH enhancement; enhancement, % at 2 µM; 0.66% of 360,000 active; AID 493056; in the data active means enhancement above about 30%; further: 0% is about no effect
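Enhancer read-out: after compound pinning and an initial kinetic agonist-mode read, an EC20 of TRH (10 nM final) was injected and fluo-8 calcium signal (Ex 480/Em 530) followed at 1 s/cycle for 100 cycles in TRHR-expressing cells.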
D2 antag: antagonizes the human D2 dopamine receptor. HEK293 TREx D2 cells, calcium flux, dopamine EC80. inhibition, % at 10 µM. AID 485344. 2% of 340,000 active; in the data active means inhibition above about 30%; further: 0% is about no effect
Target sequence (P14416 whole entry, looked up): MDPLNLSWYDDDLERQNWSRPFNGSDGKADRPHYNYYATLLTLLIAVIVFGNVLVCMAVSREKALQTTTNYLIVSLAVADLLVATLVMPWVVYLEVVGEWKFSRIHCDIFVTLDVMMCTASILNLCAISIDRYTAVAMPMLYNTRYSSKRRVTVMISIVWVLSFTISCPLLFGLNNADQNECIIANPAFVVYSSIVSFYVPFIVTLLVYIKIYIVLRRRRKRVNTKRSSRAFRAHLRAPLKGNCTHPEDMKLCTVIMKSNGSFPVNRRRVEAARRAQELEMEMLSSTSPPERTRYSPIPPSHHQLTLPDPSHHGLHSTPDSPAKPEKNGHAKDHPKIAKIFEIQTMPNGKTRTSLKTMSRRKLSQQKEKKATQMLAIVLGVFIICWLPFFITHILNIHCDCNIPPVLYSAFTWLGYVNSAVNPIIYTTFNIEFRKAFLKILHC
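Antagonism is scored as inhibition of an EC80 dopamine-evoked calcium signal in a force-coupled, tetracycline-inducible HEK293 T-REx D2 line, with compound present 180 s before agonist.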
TrxR1 inh: rat TrxR1 inhibition; O89049; recombinant rTrxR1, NADPH fluorescence consumption, selenite substrate; Potency, µM (series often up to 114 µM), without a hit: top-dose activity change, negative = inhibition, usual class: inhibitors; 1% of 390,000 active; further: potency means the concentration at half of the fitted maximal effect; on the % scale 0 is the no-effect control and ±100 the full control effect; nearly all actives have a fitted effect of over 65% in size
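Rat TrxR1 (90 nM in the dispensed reagent) was pre-reduced with 400 uM NADPH for 5 min at room temperature, then incubated with compound for 15 min. After 400 uM selenite was added, NADPH fluorescence (Ex 340/Em 450 nm) was followed for 8 min.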
USP1 inh: USP1/UAF1 (human) deubiquitinase inhibition. 0.23% of 390,000 active. recombinant USP1/UAF1, Ub-Rhodamine cleavage fluorescence. Potency, µM (series often up to 57.1 µM), without a hit: at the top dose activity change, negative = inhibition, actives largely listed as inhibitors. AID 743255; further: potency means the concentration at half of the fitted maximal effect; on the % scale 0 is the no-effect control and ±100 the full control effect; nearly all actives have a fitted effect of over 60% in size; inactives centre near -12
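USP1/UAF1 complex (1 nM) preincubated 15 min at room temperature with compound, then Ub-Rho substrate (150 nM final) added. Kinetic fluorescence at 480/540 nm over 6 reads at 60 s intervals; 50 mM HEPES pH 7.8, 0.5 mM EDTA, 0.1 mg/ml BSA, 1 mM TCEP, 0.01% Tween-20.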
D2 ag: D2 dopamine receptor (human) agonism; HEK293 T-REx D2 cells, calcium flux agonist mode; activation, % at 2 µM; 0.53% of 340,000 active; AID 485358;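 active means activation over 3 SD above normal in the single-dose calcium agonist read, cut at about 30% in these data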; further: 0% is about no effect
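Agonism scored from kinetic calcium signal (1 read/sec, 180 s) following compound pin transfer, after a 10 s baseline. Cells: HEK293 Trex line expressing inducible D2 receptor coupled to calcium, dye-loaded after overnight culture at 30 C.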
TrxR1 substrate: substrates of rat thioredoxin reductase 1; O89049; purified TrxR1 substrate turnover, NADPH consumption readout; Potency, µM (top dose mostly 114 µM), without a hit: top-dose activity change, negative = substrate turnover; 0.01% of 390,000 active; further: potency means the concentration at half of the fitted maximal effect; on the % scale 0 is the no-effect control and ±100 the full control effect; nearly all actives have a fitted effect of over 50% in size
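Rat TrxR1, dispensed at 90 nM, was prereduced with 400 uM NADPH (final) for 5 min at ~22 deg C, then incubated with compound 15 min before 400 uM selenite. A first-read NADPH fluorescence drop versus no-compound background flagged substrates.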
mIDH1 inhibitor: inhibitors of human mutant IDH1 R132H; O75874; Potency, µM (titrated, usually from 76.6 µM), inactives show top-dose activity change, negative = inhibition, most hits filed as inhibitors; IDH1-R132H enzyme, NADPH consumption, diaphorase/resazurin fluorescence; 0.093% of 390,000 active; further: potency means the concentration at half of the fitted maximal effect; on the % scale 0 is the no-effect control and ±100 the full control effect; nearly all actives have a fitted effect of over 65% in size
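IDH1-R132H (0.5 ug/mL dispensed) in pH 7.5 Tris buffer was preincubated 30 min with compound, then given a substrate mix of 0.016 mM NADPH and 2 mM alpha-KG for 80 min at room temperature; remaining NADPH was read by diaphorase/resazurin fluorescence.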
PI4K2A inh: blocks human PI4K2A kinase activity. purified PI4K2A, ADP-Glo luminescence, 1 h; active compounds read low. activity change, negative = inhibition, % at 76.9 µM. 0.13% of 420,000 active. AID 1346378; in the data active means activity change below about -50%; inconclusive means mostly about -30% to -49%;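 further: -100% = wells without enzyme as full effect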
Target sequence (Q9BTU6 whole entry, looked up): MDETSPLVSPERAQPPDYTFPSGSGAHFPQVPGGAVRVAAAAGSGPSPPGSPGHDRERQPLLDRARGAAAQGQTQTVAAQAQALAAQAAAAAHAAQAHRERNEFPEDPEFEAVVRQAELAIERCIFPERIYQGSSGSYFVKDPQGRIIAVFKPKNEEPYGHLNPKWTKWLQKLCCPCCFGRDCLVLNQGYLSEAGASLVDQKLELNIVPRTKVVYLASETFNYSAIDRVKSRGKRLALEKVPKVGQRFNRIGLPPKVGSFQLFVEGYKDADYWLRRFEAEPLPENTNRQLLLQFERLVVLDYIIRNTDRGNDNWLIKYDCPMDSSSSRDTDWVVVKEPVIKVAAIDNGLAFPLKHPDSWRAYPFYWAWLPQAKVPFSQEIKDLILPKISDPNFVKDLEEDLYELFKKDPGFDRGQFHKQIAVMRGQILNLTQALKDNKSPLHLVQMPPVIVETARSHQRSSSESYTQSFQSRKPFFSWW
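PI4K2A activity was measured by ADP-Glo luminescence: enzyme (4 ug/mL stock) and phosphatidylinositol (1.2 mM stock) in Tris pH 7.5/MgCl2/EGTA/Triton X-100 buffer were reacted with ATP (300 microM stock) for one hour at ambient temperature.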
TRHR agonist: TRH receptor (human) agonism; activation, % at 2 µM; 0.18% of 360,000 active; TRHR cells, calcium flux fluo-8, FDSS agonist mode; AID 493084; in the data active means activation above about 30%; further: 0% is about no effect
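Fluo-8-loaded TRHR cells; 10 s baseline, compound added, kinetic Ca2+ fluorescence read 1/s, agonist mode.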
The depositor's hits bear a star; [ ] = dose if it differs, or a comment. Unless noted, the call rests on the fitted dose curve; in most records, active means well fitted inhibition curve with a large enough effect; inconclusive means small, poorly fitted or top-dose-only effect; inactive means no such curve, though single readings can be large or run the other way.

`Clc1ccc(CO/N=C/c2cccs2)cc1` gave TRHR PAM 1, D2 antag 0, TrxR1 inh 15%, USP1 inh -17%, D2 ag 1.0, TrxR1 substrate -5%[57.1 µM], mIDH1 inhibitor 2%, PI4K2A inh 0 and TRHR agonist 0.9.
`COc1ccc(NC(=O)c2ccccc2C)cc1` gave TRHR PAM -8, D2 antag 9, TrxR1 inh 20%, USP1 inh -11%, D2 ag 0.4, TrxR1 substrate 0%, mIDH1 inhibitor 0%, PI4K2A inh -2 and TRHR agonist 0.1.
Cc1onc(-c2c(Cl)cccc2Cl)c1C(=O)NCC1CCCO1 (configuration not stated) was read as TRHR PAM 3, D2 antag 5, TrxR1 inh 11%, USP1 inh -12%, D2 ag 0.2, TrxR1 substrate 9%, mIDH1 inhibitor 0%, PI4K2A inh 0 and TRHR agonist 0.9.
`CCc1nnc(NS(=O)(=O)c2ccc(NC(=O)CCC(=O)OC)cc2)s1` gave TRHR PAM 3, D2 antag 16, TrxR1 inh 27%, USP1 inh -22%, D2 ag 0.0, TrxR1 substrate 8%, mIDH1 inhibitor -10%, PI4K2A inh -1 and TRHR agonist 0.7.
For COc1ccc(-c2nnn(CC(=O)N(CC(=O)NCCC(C)C)c3ccccc3)n2)cc1OC the results were TRHR PAM 1, D2 antag -3, TrxR1 inh 10%, USP1 inh -12%, D2 ag 1.1, TrxR1 substrate 0%, mIDH1 inhibitor 1%, PI4K2A inh 7 and TRHR agonist -0.3.
For Cc1cc(NC(=O)C(C)SCC(=O)Nc2cc(C(F)(F)F)ccc2N2CCCCC2)no1 (configuration not stated) the results were TRHR PAM 0, D2 antag -20, TrxR1 inh 6%, USP1 inh -21%, D2 ag -0.1, TrxR1 substrate -5%, mIDH1 inhibitor 7%, PI4K2A inh 1 and TRHR agonist -0.7.
Screening Cc1ccc(CNC(=O)c2ccc(Nc3nc4ccccc4n4nnnc34)cc2)cc1 returned TRHR PAM 2, TrxR1 inh 11%, USP1 inh inconclusive, D2 ag 0.7, TrxR1 substrate 21%, mIDH1 inhibitor -1%, PI4K2A inh -3 and TRHR agonist 1.7.
For N#C/C(=C\c1ccc(-c2cccc([N+](=O)[O-])c2)o1)C(=O)N1CCOCC1 the results were TRHR PAM 1, D2 antag -8, TrxR1 inh 10%[11.4 µM], USP1 inh 1%, D2 ag 0.9, TrxR1 substrate -14%, mIDH1 inhibitor 17%, PI4K2A inh 5 and TRHR agonist 3.3.
CCc1nc2ccc(C(=O)O)cc2nc1CC was read as TRHR PAM -11, D2 antag 1, TrxR1 inh -16%, USP1 inh -11%, D2 ag -1.3, TrxR1 substrate -11%, mIDH1 inhibitor 6%, PI4K2A inh 2 and TRHR agonist -1.3.
For COc1ccc(N(C)S(=O)(=O)c2cccc(C(=O)Nc3nc(C)cs3)c2)cc1 the results were TRHR PAM 5, D2 antag -1, TrxR1 inh 24%, USP1 inh -31%, D2 ag 0.7, TrxR1 substrate 5%, mIDH1 inhibitor 3%, PI4K2A inh -6 and TRHR agonist 0.2.
Cc1cccc(N2CCN(S(=O)(=O)c3ccc4c(c3)n(C)c(=O)c(=O)n4C)CC2C)c1 (configuration not stated) was read as TRHR PAM 30, D2 antag -11, TrxR1 inh 15%[57.1 µM], USP1 inh -13%, D2 ag 0.4, TrxR1 substrate 11%[57.1 µM], mIDH1 inhibitor 4%, PI4K2A inh 2 and TRHR agonist 0.0.
Screening CC(C)Cn1c(=O)c2ccccc2n2c(-c3cccc(Cl)c3)nnc12 returned TRHR PAM 0, TrxR1 inh 20%, USP1 inh inconclusive, D2 ag 0.9, TrxR1 substrate 3%, mIDH1 inhibitor -9%, PI4K2A inh -2 and TRHR agonist 0.5.
For CCOc1ccc(/C=N/NC(=O)CC(=O)Nc2ccc(Cl)c(Cl)c2)cc1 the results were TRHR PAM -1, D2 antag 8, TrxR1 inh 4%, USP1 inh -6%, D2 ag 0.4, TrxR1 substrate -7%, mIDH1 inhibitor -3%, PI4K2A inh -4 and TRHR agonist 0.9.
Cc1ccc(S(=O)(=O)N2CCN(C(=O)c3ccnn3C)CC2)cc1C was read as TRHR PAM -6, D2 antag -22, TrxR1 inh 17%, USP1 inh -4%, D2 ag 0.0, TrxR1 substrate 0%, mIDH1 inhibitor -5%, PI4K2A inh 1 and TRHR agonist -0.4.
`Cc1sc2ncn(CC(=O)OC(C)C)c(=O)c2c1C` gave TRHR PAM 6, D2 antag -4, D2 ag -0.4 and TRHR agonist -0.2.
For Cc1ccc(-n2nc3c(c2NC(=O)CC(C)C)CS(=O)C3)cc1 (configuration not stated) the results were TRHR PAM 18, D2 antag 9, TrxR1 inh -6%, USP1 inh inconclusive, D2 ag -0.1, TrxR1 substrate 1%, mIDH1 inhibitor 4%, PI4K2A inh -1 and TRHR agonist -0.3.
For Cc1ccccc1CN1C(=O)c2ccccc2S(=O)(=O)c2ccc(C(=O)OCC3CCCO3)cc21 (configuration not stated) the results were TRHR PAM -5, TrxR1 inh 7%[57.1 µM], USP1 inh -23%, D2 ag 0.5, TrxR1 substrate -2%[57.1 µM], mIDH1 inhibitor -24%, PI4K2A inh -7 and TRHR agonist 0.2.
O=C(CN1CCOCC1)Nc1ccc2c(c1)CCC2 was read as TRHR PAM 2, D2 antag 4, TrxR1 inh 1%, USP1 inh -20%, D2 ag 1.1, TrxR1 substrate -4%, mIDH1 inhibitor -10%, PI4K2A inh 3 and TRHR agonist 0.1.
Screening COc1ccc(C2CC(c3ccc(C)cc3)Nc3ncnn32)cc1 (configuration not stated) returned TRHR PAM 12, D2 antag -9, TrxR1 inh 5%, USP1 inh -25%, D2 ag 2.2, TrxR1 substrate 2%, mIDH1 inhibitor 9%, PI4K2A inh -1 and TRHR agonist 2.3.
CCCCCC(O)CCc1n[nH]c(=S)n1-c1ccccc1 (configuration not stated) was read as TRHR PAM 2, D2 antag -22, TrxR1 inh -33%, USP1 inh 7%, D2 ag -0.1, TrxR1 substrate -8%, mIDH1 inhibitor 4%, PI4K2A inh 9 and TRHR agonist 0.1.

Sorted by count of non-hydrogen atoms (low to high): some entries from above
CCCCCC(O)CCc1n[nH]c(=S)n1-c1ccccc1 (configuration not stated) was read as TRHR PAM 2, D2 antag -22, TrxR1 inh -33%, USP1 inh 7%, D2 ag -0.1, TrxR1 substrate -8%, mIDH1 inhibitor 4%, PI4K2A inh 9 and TRHR agonist 0.1.
Screening COc1ccc(C2CC(c3ccc(C)cc3)Nc3ncnn32)cc1 (configuration not stated) returned TRHR PAM 12, D2 antag -9, TrxR1 inh 5%, USP1 inh -25%, D2 ag 2.2, TrxR1 substrate 2%, mIDH1 inhibitor 9%, PI4K2A inh -1 and TRHR agonist 2.3.
For CCOc1ccc(/C=N/NC(=O)CC(=O)Nc2ccc(Cl)c(Cl)c2)cc1 the results were TRHR PAM -1, D2 antag 8, TrxR1 inh 4%, USP1 inh -6%, D2 ag 0.4, TrxR1 substrate -7%, mIDH1 inhibitor -3%, PI4K2A inh -4 and TRHR agonist 0.9.

More entries follow:
`O=c1c(-c2ccccc2)c(O)c2ccccc2n1-c1ccccc1` gave TRHR PAM 10, D2 antag -1, TrxR1 inh -7%[57.1 µM], USP1 inh -11%, D2 ag 0.6, TrxR1 substrate -10%, mIDH1 inhibitor 12%, PI4K2A inh 4 and TRHR agonist -0.2.
Screening Cc1ccc(OCc2cc(C(=O)NCc3cc(F)ccc3C)no2)cn1 returned TRHR PAM 12, D2 antag -12, TrxR1 inh 19%[57.1 µM], USP1 inh -11%, D2 ag 0.0, TrxR1 substrate 9%[57.1 µM], mIDH1 inhibitor 9%, PI4K2A inh -2 and TRHR agonist 0.9.
CCn1c(CNC(=O)c2cccc(C)c2)nnc1SCC(=O)Nc1cccc(OC)c1 was read as TRHR PAM -7, D2 antag -14, TrxR1 inh 15%, USP1 inh -17%, D2 ag 0.7, TrxR1 substrate 7%, mIDH1 inhibitor 7%, PI4K2A inh 7 and TRHR agonist -0.6.
Screening Cc1ccc(NC(=O)CSc2nc(-c3ccco3)nc3cc(=O)[nH]n23)cc1C returned TRHR PAM 16, TrxR1 inh 11%[57.1 µM], USP1 inh -18%, D2 ag -1.5, TrxR1 substrate 3%[57.1 µM], mIDH1 inhibitor 11%, PI4K2A inh -12 and TRHR agonist -0.8.
For Cc1cccn2c(=O)c3cc(C(=O)NCCN4CCOCC4)c(=N)n(Cc4ccc(F)cc4)c3nc12 the results were TRHR PAM -2, D2 antag -18, TrxR1 inh -28%, USP1 inh -6%, D2 ag 0.0, TrxR1 substrate 118%[activator], mIDH1 inhibitor -2%, PI4K2A inh 12 and TRHR agonist 0.4.
CCOCCCNC(=O)/C(C#N)=C/c1ccc(-c2ccc(S(=O)(=O)N3CCOCC3)cc2)o1 was read as TRHR PAM -3, D2 antag -9, TrxR1 inh -24%, USP1 inh -27%, D2 ag 0.2, TrxR1 substrate -4%, mIDH1 inhibitor 1%, PI4K2A inh -5 and TRHR agonist 0.2.
`CCOc1ccccc1OCCCC(=O)Nc1ccc(Cl)c(S(=O)(=O)N2CCOCC2)c1` gave TRHR PAM -17, D2 antag -27, TrxR1 inh 20%, USP1 inh -11%, D2 ag -1.3, TrxR1 substrate -3%, mIDH1 inhibitor -4%, PI4K2A inh -1 and TRHR agonist 0.0.
`CCCCn1c(SCC(=O)OC)nc2c1c(=O)n(C)c(=O)n2C` gave TRHR PAM -5, D2 antag 5, TrxR1 inh 3%, USP1 inh -14%, D2 ag 0.0, TrxR1 substrate 9%[57.1 µM], mIDH1 inhibitor 11%, PI4K2A inh -2 and TRHR agonist -0.1.
